# Screens: PubChem BioAssay, Broad Institute
# RAD52 anneal inh = inhibitors of human RAD52 DNA annealing | P43351 | recombinant RAD52 DNA annealing, FRET fluorescence | inhibition, % at 18.7 µM | 360,000 compounds, 0.46% hits | AID 651710;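 active = every replicate showing at least 50% inhibition; inconclusive = mean inhibition at least 50% but not in every replicate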
# esBAF inh = inhibitors of esBAF chromatin remodeling in mouse ES cells. 350,000 compounds, 2% hits. reporter increase, % at 12.5 µM. Bmi1-luciferase knock-in reporter, 24 h; 100% = twice the neutral-well signal. AID 602393; in the data active = activation above about 40%; inconclusive = no clear call, values can overlap the other calls;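 note: 0% = median of the plate's neutral control wells and 100% = double that signal; a rise in the Bmi1 reporter signal indicates esBAF inhibition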
# GSIS activator = GLuc luminescence reporter in INS-1E cells, primary screen for activators of glucose-dependent secretion of insulin; 370,000 compounds, 0.61% hits; activation, % at 16.6 µM; AID 743287; INS-1E GLuc reporter insulin secretion, 2-3 h;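 active = lowest replicate activation of at least 40%, so every replicate reaches that level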;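 note: 0% = median of neutral control wells and 100% = median of IBMX positive control wells; some compounds called inactive have numbers as strong as hits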
# CFTR F508del cor = CFTR F508del correction in bronchial cells. CFBE cells, YFP halide quenching; stimulated with forskolin plus potentiator P3; % fluorescence drop versus neutral controls. activity (quench increase), % at 7.58 µM. 350,000 compounds, 0.36% hits;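 active = mean added fluorescence quench of at least 8% versus neutral control, with both replicates also reaching 8%; inconclusive = only one of the mean or replicate conditions met; inactive = mean below 8% and not both replicates reaching 8%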;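 note: cells transiently co-express mutant CFTR-F508del with the halide-sensitive YFP; corrector assay measuring rescue of mutant channel to the surface after 24 h compound exposure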
# ERAP1 inh = ERAP1 (human) enzyme inhibition | recombinant ERAP1, Leu-AMC fluorescence, 60 min | inhibition, % at 10.7 µM | 340,000 compounds, 0.15% hits;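 active = mean replicate inhibition of at least 30%, or all replicates individually reaching that 30% level; inactive = mean below 30% and not every replicate reaching it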;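 note: 0% = neutral control wells and 100% = L-leucinethiol positive control wells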
# Target sequence (Q9NZ08 whole entry, looked up): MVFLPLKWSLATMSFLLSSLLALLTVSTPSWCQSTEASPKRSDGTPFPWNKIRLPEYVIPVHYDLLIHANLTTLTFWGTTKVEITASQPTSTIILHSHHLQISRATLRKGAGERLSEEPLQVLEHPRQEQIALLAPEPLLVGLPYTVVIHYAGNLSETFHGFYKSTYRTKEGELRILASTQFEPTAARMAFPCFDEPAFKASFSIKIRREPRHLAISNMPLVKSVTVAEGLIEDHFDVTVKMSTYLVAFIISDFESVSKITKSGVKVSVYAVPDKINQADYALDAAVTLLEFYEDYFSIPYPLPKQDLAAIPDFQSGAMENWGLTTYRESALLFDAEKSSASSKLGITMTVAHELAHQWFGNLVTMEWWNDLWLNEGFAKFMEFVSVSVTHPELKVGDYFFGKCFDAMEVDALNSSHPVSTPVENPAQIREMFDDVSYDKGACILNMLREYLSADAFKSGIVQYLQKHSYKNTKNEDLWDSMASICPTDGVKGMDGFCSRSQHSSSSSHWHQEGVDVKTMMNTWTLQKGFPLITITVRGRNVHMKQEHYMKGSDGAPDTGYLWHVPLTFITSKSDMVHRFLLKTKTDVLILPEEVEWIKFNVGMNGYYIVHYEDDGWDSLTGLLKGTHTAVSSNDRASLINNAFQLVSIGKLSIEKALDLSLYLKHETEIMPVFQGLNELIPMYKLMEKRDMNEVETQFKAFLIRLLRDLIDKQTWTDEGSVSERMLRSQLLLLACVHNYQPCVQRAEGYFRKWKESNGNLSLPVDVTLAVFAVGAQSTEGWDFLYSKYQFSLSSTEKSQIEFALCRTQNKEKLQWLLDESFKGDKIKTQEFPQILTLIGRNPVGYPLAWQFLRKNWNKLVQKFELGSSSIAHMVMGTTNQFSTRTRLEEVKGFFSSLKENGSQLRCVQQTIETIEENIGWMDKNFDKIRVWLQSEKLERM
# ARNT TACC3 PPI = disrupts binding between human ARNT and TACC3; AlphaScreen His-ARNT PAS-B/GST-TACC3 binding, luminescence; TACC3 fragment carries E629A point mutation; inhibition, % at 9.99 µM; AID 623870; 390,000 compounds, 0.66% hits;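 active = mean inhibition of replicates at least 50% and at least half of replicates each reaching 50%; inconclusive = half or more replicates reach 50% but mean below 50%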;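 note: 0% = complete ARNT plus TACC3 wells and 100% = ARNT alone without TACC3; many hits fall short of the cut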
# RAD54 inh = blocks human RAD54 Holliday junction branch migration | Q92698 | FAM/BHQ fluorescence | inhibition, % at 10.4 µM | 360,000 compounds, 0.14% hits;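 active = mean normalized replicate activity at least 40 and at least half of replicates scoring 40 or more; inconclusive = only one of the two criteria met; inactive = mean below 40 and under half of replicates reaching 40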;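 note: 0% = median of neutral control wells and 100% = median of positive control wells; inhibitors cause a drop in the FAM fluorescence signal; in these data hits start at about 50%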
# XiGFP reactiv = X-chromosome reactivation activator; XiGFP mouse fibroblasts, % GFP-positive cells imaging, 3 d; cells co-treated with 5-aza-dC sensitizer; scaled so ellipticine positive control = 100%; activation, % at 7.58 µM; 360,000 compounds, 0.055% hits; AID 743238;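 active = mean normalized replicate activation at least 10% and every replicate at or above 10%; inconclusive = only one of the two criteria met; inactive = mean below 10% and not all replicates reach 10%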;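 note: 0% = median of on-plate neutral control wells and 100% = ellipticine 6 µM median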
#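 Assay system: SV40-immortalized XiGFP fibroblast cells, line 68-5-11; buffer or medium: DMEM plus 5-aza-dC sensitizer; compound: one concentration, pinned; timing: compounds 3 days, fix/stain 15 min at room temperature; benchmarks: positive control ellipticine, 6 µM final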
# * hit, by the source's call; ? = inconclusive; · = not tested or not shown.
SMILES	GSIS activator	RAD52 anneal inh	RAD54 inh	ERAP1 inh	esBAF inh	XiGFP reactiv	ARNT TACC3 PPI	CFTR F508del cor
COc1ccccc1/C=C/C(=O)c1ccccc1	-16	-3	·	0	·	0.0	·	-0.8
Cc1nnc(SCC(=O)N(Cc2ccccc2)C(C)(C)C)[nH]c1=O	-28	-13	·	4	-6	0.0	-7	-2.0
O=C(CSc1ncn[nH]1)NCc1ccc(Cl)cc1	21	5	-7	0	-2	0.0	0	-2.2
O=C(NCC1CC1)[C@@H]1[C@@H](CO)[C@@H]2Cn3c(ccc(-c4ccccc4)c3=O)[C@H]1N2CC1CC1	2	9	-5	2	-6	0.4	-1	-2.5
C[C@@H]1CCCCO[C@@H](CN(C)C)[C@@H](C)CN([C@H](C)CO)C(=O)c2cc(NC(=O)Nc3ccc(F)cc3)ccc2O1	7	-4	4	0	4	-0.8	4	-0.1
OCC(CO)(CO)N=Cc1c(O)ccc2ccccc12	-12	·	-6	·	0	·	11	·
CC(C)OCCCNc1nc(-c2ccccc2)nc2ccccc12	2	0	11	-1	-6	0.0	-14	1.3
CCC(=O)N1[C@@H](CO)[C@@H](c2ccc(-c3cccc(OC)c3)cc2)C12CN(C(C)=O)C2	-2	-14	·	-1	·	0.0	·	1.8
O=C(O)CCC(=O)NCc1ccc(C(=O)O)cc1	24	·	12	·	4	·	-6	·
COc1ccc(CCNc2nc(-c3ccco3)cc(C(F)(F)F)n2)cc1OC	-31	·	-25	·	-10	·	-8	·
C[C@@H]1CN([C@H](C)CO)S(=O)(=O)c2ccc(C#C[C@@H](C)O)cc2O[C@H]1CN(C)C(=O)Nc1ccccc1	0	0	-18	2	-3	-1.1	-4	-1.0
Cc1ccc(NNC(=S)Nc2ccc(C(C)C)cc2)c(C)c1	-3	4	5	-7	·	0.0	1	·
O=C(C[C@@H]1CC[C@H]2[C@@H](COC[C@@H](O)CN2C(=O)Nc2cccc(Cl)c2)O1)NCCCN1CCOCC1	-25	5	8	0	8	0.0	4	-3.4
C[C@H]1CCCCO[C@H](CN(C)C(=O)Nc2ccc3c(c2)OCO3)[C@@H](C)CN([C@@H](C)CO)C(=O)c2cc(NC(=O)Nc3ccc(C(F)(F)F)cc3)ccc2O1	4	-8	-7	-2	-2	0.1	3	6.8
C=CCN1CN(S(=O)(=O)c2ccc(OC)cc2)c2nc3ccccc3nc21	11	-172	1	3	2	0.0	9	1.1
CN1C[C@@H]2[C@H](c3ccccc31)[C@@H](CO)N2C(=O)Nc1ccc(F)cc1	-7	-3	-3	-1	-2	0.1	2	-0.6
CCNc1nc(NCC)nc(N(CC)C(N)=S)n1	-12	-17	·	-4	·	-0.1	-2	1.2
O=S(=O)(/N=C(/c1ccccc1)N1CCOCC1)c1ccc(Br)cc1	42	-3	6	4	3	-0.1	-3	0.6
NC(CS(=O)O)C(=O)O (stereo not given)	7	2	4	2	-5	0.0	-4	3.2
CSc1nc(Cl)c(Br)c(Nc2c[nH]c(=O)[nH]c2=O)n1	·	5	-9	-4	-11	-0.2	2	-0.8
CCCN(C[C@H]1N[C@H](CO)[C@@H]1c1ccccc1)C(=O)COC	7	-10	·	-2	·	0.3	·	-0.5
Cc1ccc(-n2nc3c(=O)n(CCCC(=O)NCCc4ccccc4C)nc(C)c3c2C)cc1	-42	-3	·	-1	·	0.3	-9	2.1
O=C1CCC(C(=O)OCc2nnc(-c3ccc(Br)cc3)o2)=NN1	-3	-19	-4	0	6	-0.4	1	1.7
Cc1cccc(NC(=O)c2nc[nH]c2C(=O)NCC(=O)OCc2ccccc2)c1	·	0	6	-1	-2	0.0	-2	0.8
CC(C)NCc1cc(Br)ccc1OCc1ccccc1	20	-3	·	0	-5	0.0	-1	?
CCc1cc(=O)oc2c3c(cc(OCC(=O)NCc4cccnc4)c12)OC(C)(C)CC3	-25	3	10	0	9	·	3	0.7
CO[C@@H](CN(C)C(=O)c1cc(Cl)cc(Cl)c1)[C@@H](C)CN(C(=O)Nc1ccc(F)cc1)[C@@H](C)CO	-10	-9	5	-2	-2	0.3	3	1.1
CCc1ccccc1N1CC(C(=O)Nc2cc(C)on2)CC1=O (stereo not given)	-7	-3	-5	-1	4	0.0	-1	1.0
Cc1ccc(S(=O)(=O)/N=C(/c2ccc(F)cc2)N2CCCCC2)cc1	29	-5	-2	-4	·	0.1	-3	-0.6
CCN(C(=O)COC(=O)c1ccc(F)c(S(=O)(=O)N2CCOCC2)c1)C1CCS(=O)(=O)C1 (stereo not given)	10	-7	1	9	-8	0.0	0	-0.5
C[C@H]1CN([C@@H](C)CO)C(=O)c2c(c3ccccc3n2C)-c2ccccc2CO[C@H]1CN(C)S(=O)(=O)c1cn(C)cn1	8	4	5	-5	-9	0.1	2	-2.7
C[C@@H]1CN([C@H](C)CO)C(=O)c2cc(C#Cc3ccc(F)cc3)cnc2O[C@H]1CN(C)S(C)(=O)=O	7	-16	7	2	0	-0.8	-7	0.3
COc1ccc(/C=N/Nc2cc(C)nc3ccc(Br)cc23)cc1	5	4	119*	0	-43	0.0	8	-3.2
Cc1ccc(S(=O)(=O)N(C)C[C@@H]2OCCCC[C@H](C)Oc3ccc(NC(=O)c4ccccc4)cc3C(=O)N([C@@H](C)CO)C[C@H]2C)cc1	2	-41	3	1	-4	0.0	-11	-5.1
Cc1cc(NC(=O)[C@H](C)NC(=O)c2ccco2)ccc1Br	-12	-10	5	-3	7	0.1	-5	1.5
O=C(C[C@@H]1CC[C@@H](NS(=O)(=O)c2ccc(F)cc2)[C@H](CO)O1)NCCc1ccncc1	8	-10	4	1	0	0.6	-11	2.1
C[C@@H]1CCCCO[C@@H](CN(C)C(=O)Nc2ccc(F)cc2)[C@H](C)CN([C@@H](C)CO)C(=O)c2cc(NC(=O)Nc3cccc4ccccc34)ccc2O1	-6	19	5	0	10	0.0	-3	-2.9
COc1ccc(OCCSc2nc(N)cc(=O)[nH]2)cc1	11	-5	·	7	·	0.0	-4	0.3
COc1ccc2c(=O)cc(C(=O)O)oc2c1	-6	-10	·	-2	·	0.3	5	0.0
CCCNC(=O)Nc1ccc2c(c1)C(=O)N(C)[C@H]1CC[C@@H](CC(=O)OC)O[C@@H]1CO2	0	-3	3	-3	-1	0.2	-6	1.2
COc1cccc(-c2ccc3n(c2=O)C[C@@H]2[C@@H](CO)[C@H](C(=O)N(C)C)N(C(=O)C4CCCC4)[C@H]32)c1	22	-10	-6	-1	1	0.0	-12	-3.4
CCOc1ccc(S(=O)(=O)NNC(=S)Nc2ccc(Br)cc2)cc1	2	·	-2	·	·	0.0	-2	·
COc1ccc(C2CC(=O)c3c(C)nc(N4CCN(c5ccccc5)CC4)nc3C2)cc1 (stereo not given)	-20	·	-2	·	2	·	-12	·
CCCCn1c(N)c(N(CCOC)C(=O)c2cc(-c3ccc(OC)c(OC)c3)nc3ccccc23)c(=O)[nH]c1=O	17	-6	23	37*	2	0.2	-4	3.3
COc1cc(/C=C/C(=O)O)cc(OC)c1OC	32	-8	3	0	-5	0.0	-7	-5.2
CCN1C(=O)[C@@H]2[C@@H](c3ccc(-c4ccc(C(C)=O)cc4)cc3)N3CCC[C@@]3(C(=O)OC)[C@@H]2C1=O	-2	-13	-8	-3	5	-0.3	-11	3.4
O=C(NNc1nc2ccccc2o1)c1ccccc1	-13	-14	1	3	·	0.0	·	-0.3
O=S(=O)(Nc1ccc(-n2cnnn2)cc1)c1ccccc1F	1	-3	5	1	12	0.0	-1	0.5
CC(C)CCN1CCN(Cc2cc3ccccc3[nH]2)CC1CCO (stereo not given)	-3	-12	7	0	-5	?	0	3.5
COc1cc(CC(=O)N(CC(C)C)C2CCS(=O)(=O)C2)cc(OC)c1OC (stereo not given)	·	-19	2	4	2	0.4	-2	-0.6
Cc1ccc(OCC(=O)O)c(O)c1	-1	0	·	1	·	0.0	-6	4.5
COCCNC(=O)C1(C)CCCN(CC(=O)c2ccc(OC)cc2)C1 (stereo not given)	-11	-15	17	3	-8	0.2	·	-0.1
CS/C(=C/[N+](=O)[O-])Nc1cccc2c1C(C)CC2(C)C (stereo not given)	1	-7	·	0	·	-0.2	·	0.0
Nc1nnnn1-c1cccc([N+](=O)[O-])c1	-14	-23	7	2	-6	0.3	1	0.3
CCCS(=O)(=O)NC(=O)C1(C)CCN(C(=O)Cc2ccc3ccccc3c2)C1 (stereo not given)	·	-7	-11	-4	0	-0.1	·	-1.2
COc1ccc(/C=N\NC(=O)c2cc(O)c(O)c(O)c2)cc1COc1ccc(C(=O)OCC(C)C)cc1	1	-14	1	-1	2	0.1	14	3.4
COc1ccc(S(=O)(=O)Nc2cccc3c2O[C@H](CN(C)C(=O)Nc2ccccc2)[C@H](C)CN([C@H](C)CO)C3=O)cc1	1	-1	5	3	-2	-1.0	·	-0.2
COc1ccc(-c2nn(-c3ccccc3)cc2CNC(C)Cn2cncn2)c(F)c1 (stereo not given)	-1	-2	1	-7	-3	0.3	1	2.5
CCOc1ccccc1N1CC(C(=O)N(CC)C2CCS(=O)(=O)C2)CC1=O (stereo not given)	3	-11	·	-4	0	0.0	·	-0.1
COCC(C)NC(=O)/C=C/c1ccc(OC)cc1 (stereo not given)	-12	-1	·	-1	13	0.1	8	-4.5

# The listing continues:
SMILES	GSIS activator	RAD52 anneal inh	RAD54 inh	ERAP1 inh	esBAF inh	XiGFP reactiv	ARNT TACC3 PPI	CFTR F508del cor
Nc1nc2ccc(Cl)cc2cc1C(=O)NC1CC1	-7	-2	·	·	·	0.0	·	-0.2
COC(=O)C1=CN(c2ccc(F)cc2)C=C(C(=O)OC)C1c1cccc(Br)c1	36	6	-4	4	-3	0.0	13	4.1
COc1ccc(/C=C/C(=O)Nc2ccc3nc4n(c(=O)c3c2)CCCC4)cc1OC	-3	-14	·	6	·	0.2	-12	-0.5
C=CCNC(=O)CCCOc1cc(C)ccc1C	9	1	-4	-2	-1	·	-7	-1.2
CC1CC(C)CN(C(CCc2ccccc2)C(=O)NC2CCCCC2)C1 (stereo not given)	-7	0	3	1	-7	·	·	1.2
C=CCNc1oc(-c2ccc(OCC)cc2)nc1C#N	8	-1	5	1	34	·	2	2.0
CCN(CC)c1nc2ccccc2n(Cc2cccc(OC)c2)c1=O	-3	-13	-7	1	-6	0.0	4	-0.6
C[C@H](CO)N1C[C@H](C)[C@H](CN(C)C(=O)Nc2ccc3c(c2)OCO3)Oc2ccc(NC(=O)C3CC3)cc2C1=O	8	6	2	-3	-1	2.1	8	-1.5
CCc1cc(=O)oc2cc(OCC(=O)NCCCn3ccnc3)c(Cl)cc12	6	-7	-5	1	0	-0.1	4	-2.7
CCc1ccc(NC(=O)Nc2ccc3c(c2)N(C)C(=O)CS3)cc1	-20	-104	-9	·	1	0.1	-22	1.6
CC(=O)Nc1ccc(NS(=O)(=O)c2ccc(-c3csc(C)n3)s2)cc1	·	-19	-9	3	·	0.0	·	-3.2
